mHTT CaM bind: inhibitors of human mutant huntingtin-calmodulin interaction | P42858 | AlphaScreen His-mHTT/GST-CaM binding, luminescence | inhibition, % at 15 µM | hit rate 3.6% among 190,000 | AID 1671202;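 also: 0% = both proteins with DMSO and 100% = one protein alone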
Target sequence (P42858 whole entry, looked up, stated change not applied): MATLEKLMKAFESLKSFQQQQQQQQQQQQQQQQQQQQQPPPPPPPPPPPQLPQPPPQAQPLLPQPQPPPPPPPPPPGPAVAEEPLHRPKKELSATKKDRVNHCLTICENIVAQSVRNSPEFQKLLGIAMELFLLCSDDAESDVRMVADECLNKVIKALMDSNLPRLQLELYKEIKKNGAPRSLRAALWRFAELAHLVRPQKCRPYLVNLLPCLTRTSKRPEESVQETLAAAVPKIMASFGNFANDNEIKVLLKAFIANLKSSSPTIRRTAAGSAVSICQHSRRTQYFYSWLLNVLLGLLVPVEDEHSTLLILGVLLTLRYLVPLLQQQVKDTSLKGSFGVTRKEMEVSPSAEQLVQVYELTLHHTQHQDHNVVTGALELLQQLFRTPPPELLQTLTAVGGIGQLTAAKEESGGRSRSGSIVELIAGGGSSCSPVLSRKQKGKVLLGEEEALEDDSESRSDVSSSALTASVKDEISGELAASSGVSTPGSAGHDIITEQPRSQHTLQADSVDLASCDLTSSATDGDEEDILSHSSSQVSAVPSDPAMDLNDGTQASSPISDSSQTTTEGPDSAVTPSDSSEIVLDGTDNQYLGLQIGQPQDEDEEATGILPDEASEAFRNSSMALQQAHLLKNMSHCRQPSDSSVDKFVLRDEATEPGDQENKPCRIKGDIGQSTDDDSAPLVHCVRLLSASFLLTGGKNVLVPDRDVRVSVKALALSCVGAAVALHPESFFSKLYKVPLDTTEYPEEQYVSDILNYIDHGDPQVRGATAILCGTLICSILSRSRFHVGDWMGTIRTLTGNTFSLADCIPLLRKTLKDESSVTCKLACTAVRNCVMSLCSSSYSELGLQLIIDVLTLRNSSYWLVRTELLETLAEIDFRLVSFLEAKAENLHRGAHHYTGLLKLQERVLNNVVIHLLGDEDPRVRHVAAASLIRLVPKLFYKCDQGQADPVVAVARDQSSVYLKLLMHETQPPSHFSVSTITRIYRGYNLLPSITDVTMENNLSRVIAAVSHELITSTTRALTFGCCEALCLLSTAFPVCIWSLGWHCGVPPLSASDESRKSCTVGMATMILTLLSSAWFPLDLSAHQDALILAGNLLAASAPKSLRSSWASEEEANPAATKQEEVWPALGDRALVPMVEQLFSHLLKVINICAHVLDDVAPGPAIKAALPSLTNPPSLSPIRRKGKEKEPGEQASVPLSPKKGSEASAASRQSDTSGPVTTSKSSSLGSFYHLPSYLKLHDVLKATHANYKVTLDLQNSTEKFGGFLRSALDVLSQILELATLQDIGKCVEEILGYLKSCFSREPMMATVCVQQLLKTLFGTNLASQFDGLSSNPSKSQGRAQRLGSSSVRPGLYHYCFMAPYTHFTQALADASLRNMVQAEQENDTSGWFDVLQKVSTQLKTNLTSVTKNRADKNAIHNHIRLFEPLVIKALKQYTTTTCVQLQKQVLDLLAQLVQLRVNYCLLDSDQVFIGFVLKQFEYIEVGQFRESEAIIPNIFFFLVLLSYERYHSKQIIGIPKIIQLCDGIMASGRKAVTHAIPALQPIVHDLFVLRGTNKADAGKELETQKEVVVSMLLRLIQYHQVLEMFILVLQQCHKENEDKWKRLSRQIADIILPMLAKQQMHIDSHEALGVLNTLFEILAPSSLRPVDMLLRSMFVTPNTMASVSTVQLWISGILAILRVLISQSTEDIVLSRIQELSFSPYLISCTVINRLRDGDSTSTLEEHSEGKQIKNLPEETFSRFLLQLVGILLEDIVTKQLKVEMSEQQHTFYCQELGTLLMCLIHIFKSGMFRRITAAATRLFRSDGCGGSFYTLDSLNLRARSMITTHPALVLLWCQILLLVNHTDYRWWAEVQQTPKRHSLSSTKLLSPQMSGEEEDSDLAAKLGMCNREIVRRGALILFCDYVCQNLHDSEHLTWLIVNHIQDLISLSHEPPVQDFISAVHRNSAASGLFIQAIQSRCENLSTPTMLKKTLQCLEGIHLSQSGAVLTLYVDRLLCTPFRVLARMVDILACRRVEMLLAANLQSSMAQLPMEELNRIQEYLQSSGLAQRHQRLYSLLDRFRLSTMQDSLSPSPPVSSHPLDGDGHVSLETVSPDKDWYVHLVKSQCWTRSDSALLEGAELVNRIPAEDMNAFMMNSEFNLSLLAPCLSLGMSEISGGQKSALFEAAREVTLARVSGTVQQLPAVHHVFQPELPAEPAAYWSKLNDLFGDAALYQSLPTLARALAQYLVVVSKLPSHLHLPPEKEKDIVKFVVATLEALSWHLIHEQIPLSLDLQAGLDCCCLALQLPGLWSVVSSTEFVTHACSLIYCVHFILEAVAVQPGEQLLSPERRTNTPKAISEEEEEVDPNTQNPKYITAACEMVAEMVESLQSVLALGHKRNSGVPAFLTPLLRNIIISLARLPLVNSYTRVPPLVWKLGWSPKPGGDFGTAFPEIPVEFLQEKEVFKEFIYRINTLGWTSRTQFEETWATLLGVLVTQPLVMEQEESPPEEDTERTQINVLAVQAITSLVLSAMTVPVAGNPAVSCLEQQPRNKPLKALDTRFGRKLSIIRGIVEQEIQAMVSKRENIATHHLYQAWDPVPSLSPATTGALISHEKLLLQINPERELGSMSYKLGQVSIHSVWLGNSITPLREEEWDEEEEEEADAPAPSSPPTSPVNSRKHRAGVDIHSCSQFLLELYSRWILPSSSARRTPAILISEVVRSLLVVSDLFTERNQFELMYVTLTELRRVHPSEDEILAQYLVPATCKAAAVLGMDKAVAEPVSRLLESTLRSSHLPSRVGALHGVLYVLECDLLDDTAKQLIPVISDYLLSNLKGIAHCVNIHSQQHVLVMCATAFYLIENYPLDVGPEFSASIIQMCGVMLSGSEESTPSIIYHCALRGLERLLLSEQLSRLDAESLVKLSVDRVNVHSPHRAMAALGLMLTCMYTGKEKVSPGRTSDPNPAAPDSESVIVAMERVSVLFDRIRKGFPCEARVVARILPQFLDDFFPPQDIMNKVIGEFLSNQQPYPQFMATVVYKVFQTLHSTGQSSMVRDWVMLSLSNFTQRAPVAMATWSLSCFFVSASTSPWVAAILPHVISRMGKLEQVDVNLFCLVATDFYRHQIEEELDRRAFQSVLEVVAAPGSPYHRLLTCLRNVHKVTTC
Pf apPOL block: Pf-apPOL DNA polymerase inhibition; inhibition, % at 10 µM; AID 1794808; Recombinant Pf-apPOL, molecular beacon fluorescence, 1.5 h; hit rate 0.25% among 210,000
* marks the source's active call; other numbers are inactive results; . = not tested or not shown; & = joins results of further samples. Rule as the data show it: active = inhibition above about 50%; inactive = the rest.

Under each structure – mHTT CaM bind, Pf apPOL block
COc1ccc(CSc2ncn[nH]2)cc1Br
    4, -4
CCOc1cccc(C(=O)Nc2cccc(-c3nc4ncccc4o3)c2)c1
    -3, -3
COc1ccc(C(=O)n2nnc3ccccc32)cc1[N+](=O)[O-]
    4, 6
O=C(CSc1nc2c(c(=O)n1-c1ccc(Cl)cc1)SCC2)NC1CCCCC1
    4, 9
CCN(C(=O)Nc1ccc(Cl)cc1)c1nnc(-c2ccccc2)s1
    4, 0
Fc1cccc(Cl)c1CSc1nnc(-c2ccco2)o1
    ., -13
CON(C)c1nc(Cl)nc(N(C)C)n1
    -5, .
Cc1ccc(F)cc1NC(=O)c1ccc2c(c1)N(S(C)(=O)=O)CC2
    -4, -1
CN1c2cc(C(=O)N3CCN(c4ccccc4F)CC3)ccc2C(=O)N2CCCCC21 (stereo not drawn)
    12, -2
Cc1cc(C)cc(C(=O)N2CCCC(C(=O)NC3CC3)C2)c1 (stereo not drawn)
    2, -1
COc1ccccc1NC(=O)c1cc(-c2ccc(Cl)cc2)oc1C
    -1, -2
Cc1nc2ccccc2nc(C)c1=NOCC(=O)Nc1ccccc1Cl
    5, -5
O=C(Nc1ccccc1Cl)c1ccccc1[N+](=O)[O-]
    -2, -8
Cc1ccccc1C(=O)N1CCC(C(=O)NC2CCCCC2)CC1
    -1, -35
O=C1NC(=O)/C(=C\c2ccccc2OCc2ccc(C(=O)O)cc2)N1
    16, 0
CCc1ccc(NC(=O)Cn2ccc3sc(C)cc3c2=O)cc1
    -9, 4
Cc1cc(N2CCOCC2)nc(Nc2ccc(NC(=O)C(C)Oc3ccccc3)cc2)n1 (stereo not drawn)
    -11, -7
CC1=C(C(=O)Nc2ccc(C)cn2)C(c2ccsc2)C2=C(CCCC2=O)N1 (stereo not drawn)
    2, -2
Cc1ccc(S(=O)(=O)c2ccc(Cl)cc2)cc1S(N)(=O)=O
    -1, -4
COc1cccc(-c2ccc3oc(C4CCCN4C(C)=O)nc3c2)c1 (stereo not drawn)
    30, -4
COCC(C)(O)CNC(=O)c1cccs1 (stereo not drawn)
    -9, 2
N#Cc1c[nH]c2ccc(NC(=O)C=Cc3ccc(OC(F)(F)F)cc3)cc12
    ., -7
O=c1oc2cc(O)ccc2c(O)c1-c1ccc(Br)cc1
    1, 5
CCOC(CCn1c(SCC(=O)NC2CCCCC2)nc2ccccc2c1=O)OCC
    1, -7
CC1=C(C(=O)N2CCOCC2)C(c2ccc3c(c2)OCO3)C2=C(CC(C)(C)CC2=O)N1 (stereo not drawn)
    -3, -7
Cc1ccccc1C1NC(=O)Cc2ccccc21 (stereo not drawn)
    7, -1
Cc1ccc(C(=O)CSC#N)cc1
    ., 1&-6
Cc1noc(C2(NC(=O)c3sccc3C)CCCCC2)n1
    -3, -1
O=C(O)Cn1nnc(-c2ccccc2Cl)n1
    2, -18
CNc1cc(Nc2cccc(C)c2)c2c3c(onc13)-c1ccccc1C2=O
    89*, 1
COc1cccc(CSc2nc3c(-c4ccccc4)c[nH]c3c(=O)[nH]2)c1
    1, -1
O[C@@H]1C[C@H](c2ccccc2)N(Cc2cccs2)C[C@H]1n1cc(C2CC2)nn1
    19, -6
Cc1ccccc1CNC(=O)C1(C)CCCN(C(=O)c2cccc(Cl)c2)C1 (stereo not drawn)
    19, 1
CCN(CC)C(=O)C1CCCN(Cc2cc(OC)ccc2OC)C1 (stereo not drawn)
    -2, -3
CC1Cc2nc(SCC(=O)Nc3ccc4c(c3)OCCO4)n(C)c(=O)c2S1 (stereo not drawn)
    20, -4
CC(=O)Nc1cccc(N2CC(C(=O)NCc3ccc(C)o3)CC2=O)c1 (stereo not drawn)
    0, -4
COc1ccc(Cn2cc(CN3CC(N4CCSCC4)CS3(=O)=O)nn2)cc1 (stereo not drawn)
    1, -7
COc1ccc(-c2cc(=O)n(CCNC(=O)Cn3cnc4ccccc4c3=O)cn2)cc1
    -9, -7
Cc1ccc(Oc2ccc(N(C)C(=O)Nc3ccc4c(c3)OCO4)cc2)nn1
    -8, -9
COC(=O)C(Cc1ccccc1)NS(=O)(=O)c1cc(Br)ccc1Br (stereo not drawn)
    -7, -1
COc1ccc(/C=C2\SC(=O)NC2=O)cc1Br
    1, -5
N#Cc1cnn2cc(-c3[nH]ncc3[N+](=O)[O-])cnc12
    -2, .
O=C(Nc1cccc(F)c1)c1cc(S(=O)(=O)N2CCc3ccccc32)ccc1F
    -12, -3
Cc1ccc(-n2c(SCC(=O)NCCc3ccccc3)nc3c(c2=O)SCC3)cc1
    -3, -6
COCCC(=O)N1CCc2c(c(-c3nc(-c4cccc(F)c4)no3)nn2C)C1
    17, -2
COc1ccc(C2C(C(=O)Nc3ccccc3)=C(C)N=C3SCC(=O)N32)cc1 (stereo not drawn)
    3&10, -1&3
CC(C)(C)c1ccc(-c2nnc(-c3ccccc3[N+](=O)[O-])o2)cc1
    ., 4
CCN1/C(=C/c2cccc[n+]2C)C=Cc2cc(C)ccc21
    14, -4
O=C1OC(c2cccc(Cl)c2)=N/C1=C\c1cccs1
    53*, 4
COc1ccc2cc3cc(C(=O)Nc4cc([N+](=O)[O-])ccc4OC)oc3nc2c1
    2, -2
CNS(=O)(=O)c1cccnc1Nc1cc(C)cc(C)c1
    -18, -3
CCn1cc(C(=O)NC2CCCCC2)c(=O)c2ccc(C)nc21
    -6, 12
Cc1ccc(Oc2cc(NC(=O)CCCn3nc(C)c([N+](=O)[O-])c3C)cc([N+](=O)[O-])c2)cc1
    18, -8
Cc1cc(C)c2c(N)[nH]nc2n1
    7, 5
O=[N+]([O-])c1ccc(Cl)cc1Sc1cccc2cccnc12
    9, 0
CCOc1ccc2nc(SCc3c(F)c(F)c(F)c(F)c3F)[nH]c2c1
    ., -5
Cc1cccc(-c2nc(CC(=O)N3CCCC3)cs2)c1
    16, -8
CCOc1ccc(-c2cc(C(=O)O)c3cccc(C)c3n2)c(OCC)c1
    -4, 7
CC(=O)N1CCN(c2nc3c(s2)CC(C(=O)Nc2ccc(F)cc2C)CC3)CC1 (stereo not drawn)
    24, -1
CCC(=O)Oc1ccc2c(c1)OC(=Cc1ccccc1)C2=O
    5, -1

The listing continues.
Under each structure – mHTT CaM bind, Pf apPOL block
O=C(O)CSc1nc2ccc([N+](=O)[O-])cc2s1
    -8&8, -1&7
NNc1nc2sc3c(c2c(=O)n1Cc1ccccc1)CCCC3
    80*, -4
O=C(Nc1cccc(F)c1)C(=O)NC1CCCC1
    -4, -13
CC1CCN(C(=O)C2=CN(c3cccc(Cl)c3)c3ccccc3S2(=O)=O)CC1
    11, 2
Cc1ccc(C)c(-c2csc(Nc3ccc(Cl)cc3)n2)c1
    67*, -5
CC(C)c1ccc(NC(=O)C(=O)NCc2ccc3c(c2)OCO3)cc1
    -4, -2
CCOc1nc2c(c(=O)n(C)c(=O)n2C)n1Cc1ccc(Cl)cc1Cl
    -6, -7
Cc1ccc(F)c(OCc2noc(-c3ccccc3)n2)c1
    -29, 4
CCC(C)Sc1nc(O)c(Cc2ccccc2)c(=O)[nH]1 (stereo not drawn)
    0, -6
O=C(Nc1cncc(C#Cc2ccccc2)c1)N1CCOCC1
    ., -9
CC1(C)CC(=O)C2=C(C1)Nc1ccccc1N1C(=O)c3ccccc3C21 (stereo not drawn)
    14, -4
O=C(c1ccccc1)N1CCc2nc(-c3ccc(Cl)cc3)ncc2C1
    -12, -1
O=C1OC(c2ccccc2Br)=N/C1=C\c1ccco1
    -2, -8
CN(C)CCCNC(=O)c1cc2cc([N+](=O)[O-])ccc2oc1=O
    1, -8
Cc1ccc(Cl)cc1N1CCN(C(=O)C(C)C)C(C)C1=O (stereo not drawn)
    6, -6
COc1ccc(-c2onc(C)c2-c2ccc(Br)cc2)c(O)c1
    -7, 4
O=C(Cn1cc(S(=O)(=O)N2CCCCCC2)ccc1=O)NCc1ccc2c(c1)OCO2
    2, -4
CN(C)c1nc(N)nc(CSCCCCCCCCSCc2nc(N)nc(N(C)C)n2)n1
    26, .
S=c1n(CN2CCOCC2)nnn1C1CCCCC1
    -6, .
Cc1ccc(-n2cnc(N=CN(C)C)c2C(=O)c2ccccc2)cc1
    14, -5

(next part)
mol | mHTT CaM bind | Pf apPOL block
NC(=O)c1c(NC(=O)c2ccc(Br)o2)sc2c1CCCC2 | 1 | .
CC(C)CN1CCN(C(=O)c2ccc3[nH]c4c(c3c2)CN(C(=O)C2CCC2)CC4)CC1 | 30 | -2
O=[N+]([O-])c1cc(C(F)(F)F)ccc1NCCc1ccccc1 | 16 | 7
COc1ccc(S(=O)(=O)Nc2ccc(S(=O)(=O)Nc3cc(C)nc(C)n3)cc2)cc1 | -1 | -3
COc1ccc(N(CC(=O)N2CCN(C)CC2)S(=O)(=O)c2ccc(C)c([N+](=O)[O-])c2)cc1 | 31 | -2
O=C(NCCCc1ccccc1)C1CCc2nc(N3CCOCC3)ncc2C1 (stereo not drawn) | -2 | -14
Cn1nc(-c2ccccc2)cc1NC(=O)Nc1cccs1 | . | -3
O=C(NCC1(O)CCc2ccccc21)NC1CCCCC1 (stereo not drawn) | -10&-14 | -4&-4
O=C(Nc1cccc(NC(=O)c2sc3ccccc3c2Cl)c1)c1ccco1 | 7 | -7
CC(C)NC(=O)C1(c2ccc(NC(=O)C(C)C)cc2)CCCCC1 | -13 | 6
O=C(O)C1CCN(C2CC(=O)N(c3cccc(Br)c3)C2=O)CC1 (stereo not drawn) | -2 | 6
COc1ccc(N2C(=O)CSC2c2ccc3c(c2)OCO3)cc1 (stereo not drawn) | 3 | -4
O=C1N=C(N2CCCCC2)S/C1=C/c1ccc(O)cc1 | 4 | -3
Nc1cc(Br)cc2cccnc12 | -5&27 | 6
CCCc1nnc(NC(=O)CC(NC(=O)C(F)(F)F)c2ccccc2)s1 (stereo not drawn) | 2 | 0
Cc1nnc2nnc3c4ccccc4ccc3n12 | 4 | .

Exported as labelled records: entries from further up.
O=C1N=C(N2CCCCC2)S/C1=C/c1ccc(O)cc1
  mHTT CaM bind: 4 | Pf apPOL block: -3
Cc1nnc2nnc3c4ccccc4ccc3n12
  mHTT CaM bind: 4 | Pf apPOL block: .
CCCc1nnc(NC(=O)CC(NC(=O)C(F)(F)F)c2ccccc2)s1 (stereo not drawn)
  mHTT CaM bind: 2 | Pf apPOL block: 0
O=C(O)C1CCN(C2CC(=O)N(c3cccc(Br)c3)C2=O)CC1 (stereo not drawn)
  mHTT CaM bind: -2 | Pf apPOL block: 6

Of the compounds above, these have an aryl methoxy group.
mol | mHTT CaM bind | Pf apPOL block
COc1ccc(CSc2ncn[nH]2)cc1Br | 4 | -4
COc1ccc(C(=O)n2nnc3ccccc32)cc1[N+](=O)[O-] | 4 | 6
COc1ccccc1NC(=O)c1cc(-c2ccc(Cl)cc2)oc1C | -1 | -2
COc1cccc(-c2ccc3oc(C4CCCN4C(C)=O)nc3c2)c1 (stereo not drawn) | 30 | -4
COc1cccc(CSc2nc3c(-c4ccccc4)c[nH]c3c(=O)[nH]2)c1 | 1 | -1
CCN(CC)C(=O)C1CCCN(Cc2cc(OC)ccc2OC)C1 (stereo not drawn) | -2 | -3
COc1ccc(Cn2cc(CN3CC(N4CCSCC4)CS3(=O)=O)nn2)cc1 (stereo not drawn) | 1 | -7
COc1ccc(-c2cc(=O)n(CCNC(=O)Cn3cnc4ccccc4c3=O)cn2)cc1 | -9 | -7
COc1ccc(/C=C2\SC(=O)NC2=O)cc1Br | 1 | -5
COc1ccc(C2C(C(=O)Nc3ccccc3)=C(C)N=C3SCC(=O)N32)cc1 (stereo not drawn) | 3&10 | -1&3
COc1ccc2cc3cc(C(=O)Nc4cc([N+](=O)[O-])ccc4OC)oc3nc2c1 | 2 | -2
COc1ccc(-c2onc(C)c2-c2ccc(Br)cc2)c(O)c1 | -7 | 4
COc1ccc(S(=O)(=O)Nc2ccc(S(=O)(=O)Nc3cc(C)nc(C)n3)cc2)cc1 | -1 | -3
COc1ccc(N(CC(=O)N2CCN(C)CC2)S(=O)(=O)c2ccc(C)c([N+](=O)[O-])c2)cc1 | 31 | -2
COc1ccc(N2C(=O)CSC2c2ccc3c(c2)OCO3)cc1 (stereo not drawn) | 3 | -4

Screens (PubChem BioAssay)
